HIV Rev-RRE inh – HIV-1 Rev-RRE binding inhibitors, primary screen, biochemical, FRET, protein-RNA interaction; P05866; Rev peptide-RRE RNA binding; inhibition, % at 8 µM; actives 0.79% (n = 97,000); AID 704, 2007;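 active = inhibition above the screen-wide mean plus 3 SD, cut at about 35% in these data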;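 note: 0% = median DMSO wells and 100% = median Neomycin B control wells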
Target sequence (P05866 whole entry, looked up): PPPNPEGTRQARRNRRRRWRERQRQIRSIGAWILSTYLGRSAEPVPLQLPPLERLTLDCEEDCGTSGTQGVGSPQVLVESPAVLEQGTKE
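Test system: labelled RRE RNA duplex and labelled Rev peptide. Times: 5 min compound–RNA preincubation, then 15 min with peptide, 25 °C. Doses: single-dose 8 µM. Measured by: FRET, excitation 480 nm, emission 540 nm donor and 671 nm acceptor. Measure: % inhibition of FRET ratio versus controls.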
PLK1 inh – human PLK1 kinase inhibitors, primary screen, biochemical, TR-FRET; recombinant PLK1 kinase, TR-FRET peptide phosphorylation; actives 0.53% (n = 97,000); inhibition, % at 10 µM; Serine/threonine-protein kinase PLK1 (Homo sapiens), P53350;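 active = inhibition of 50% or more in the single-concentration screen; inactive = inhibition below 50%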;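 note: 0% = DMSO max control and 100% = H-89 dihydrochloride min control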
Target sequence (P53350 whole entry, looked up): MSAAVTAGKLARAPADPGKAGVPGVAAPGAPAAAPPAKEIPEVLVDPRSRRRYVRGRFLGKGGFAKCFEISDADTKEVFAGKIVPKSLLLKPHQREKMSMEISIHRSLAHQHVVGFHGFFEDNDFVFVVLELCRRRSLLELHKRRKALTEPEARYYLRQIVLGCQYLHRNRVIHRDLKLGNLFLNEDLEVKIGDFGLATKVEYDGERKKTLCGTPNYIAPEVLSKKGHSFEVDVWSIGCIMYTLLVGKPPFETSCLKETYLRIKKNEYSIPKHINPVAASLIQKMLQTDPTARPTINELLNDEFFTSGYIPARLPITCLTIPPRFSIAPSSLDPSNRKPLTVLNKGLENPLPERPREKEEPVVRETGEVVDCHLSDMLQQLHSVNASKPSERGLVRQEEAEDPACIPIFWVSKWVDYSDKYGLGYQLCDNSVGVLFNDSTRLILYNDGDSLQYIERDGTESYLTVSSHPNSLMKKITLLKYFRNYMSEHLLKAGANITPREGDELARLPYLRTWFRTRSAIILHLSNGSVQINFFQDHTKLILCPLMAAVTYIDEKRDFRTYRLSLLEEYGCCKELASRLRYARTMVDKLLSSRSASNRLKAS
PTPN22 act – LYP phosphatase activators, primary screen, biochemical, DiFMUP fluorescence, 2 µM | activation, % at 2 µM | recombinant LYP; 0 = plate median, 100 = signal doubled | actives 0.11% (n = 96,000) | AID 697, 2007 | Tyrosine-protein phosphatase non-receptor type 22 (Homo sapiens), Q9Y2R2;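 active = activation at 2 µM above a set limit, the mean plus 5 SD, cut at about 37% in these data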
PLK1 PBD inh – Plk1 polo box domain binding inhibitors, primary screen, biochemical, fluorescence polarization; Serine/threonine-protein kinase PLK1 (Homo sapiens), P53350; Plk1 PBD phosphopeptide binding; inhibition, %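 (tested at about 20 µM)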; actives 0.13% (n = 97,000); AID 693, 2007; in the data active = inhibition above about 34%, passing the limit was not always enough
FAK blocker – FAK kinase inhibitors, primary screen, biochemical | biochemical FAK kinase activity assay | Focal adhesion kinase 1 (Homo sapiens), Q05397 | actives 0.84% (n = 97,000) | inhibition, %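 (tested at 7 µM)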; in the data active = inhibition above about 19%;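 note: 0% = DMSO and 100% = reference compound high control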
Pyk2 oligo antag – antagonists of Pyk2 self-association, primary screen, Q293 cells, FERM NanoBiT luminescence, HTS; AID 1347419, 2020; z-score (the deposit names both 25 µM and 10 µM); active compounds read low; actives 0.83% (n = 99,000);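 active = Z-score of -3 or lower, scaled per plate to the spread of control and sample wells; inactive = z-score above -3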;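 note: negative z-score means lost luminescence so less FERM oligomerization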
F-actin modifier – modifiers of F-actin cytoskeleton organization, primary screen, imaging, HUVEC, phalloidin staining, high-content imaging. actives 0.18% (n = 91,000). inhibition, % at 2 µM. HUVEC TNFa F-actin phalloidin imaging;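 active = inhibition above the batch mean plus 3 SD and confirmed as a hit by visual image inspection, cut at about 30% in these data, passing the limit was not always enough; inconclusive = above the inhibition threshold but rejected on visual inspection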; note: strong numbers were not always called active
EphB4 ephrin blk – EphB4-ephrin-B2 interaction antagonists, primary screen, biochemical, TNYL-RAW peptide probe, fluorescence polarization; Ephrin type-B receptor 4 (Homo sapiens), P54760; EphB4 LBD / TNYL-RAW-Alexa532 peptide; inhibition, % at 7 µM; actives 0.15% (n = 97,000); AID 720, 2007;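 active = inhibition above the screen-wide mean inhibition plus 3 SD, cut at about 15% in these data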;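 note: 0% = DMSO wells and 100% = excess unlabeled TNYL-RAW peptide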
LYP inh 2 – PTPN22 phosphatase inhibitors, primary screen, biochemical, DiFMUP fluorescence, 2 µM; Tyrosine-protein phosphatase non-receptor type 22 (Homo sapiens), Q9Y2R2; recombinant LYP catalytic domain; inhibition, % at 2 µM; actives 0.21% (n = 96,000); AID 640, 2007;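 active = inhibition at 2 µM at or above a set limit, the screen mean plus 3 SD, cut at about 24% in these data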;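 note: 0% = DMSO with enzyme and 100% = enzyme fully blocked by orthovanadate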
* = called active by the depositor; ? = inconclusive; . = not tested or not shown.

SMILES	HIV Rev-RRE inh	PLK1 inh	PTPN22 act	PLK1 PBD inh	FAK blocker	Pyk2 oligo antag	F-actin modifier	EphB4 ephrin blk	LYP inh 2
Cc1cc(Cl)c(S(N)(=O)=O)cc1OCC(N)=O	3	-5	-6	-6	2	1.3	-12	4	3
CCOc1ccc(N2C(=O)c3cccnc3C2Nc2ccc(F)cc2)cc1 (stereo not given)	6	-1	-3	5	4	-0.29	8	0	0
Fc1ccc2c(c1)C(c1ccc(N3CCOCC3)cc1)=NNC(c1cccs1)=N2	6	-11	-13	6	1	-0.82	17	4	16
CC(C)(C)c1ccc(C(=O)Nc2ccc(CC(=O)O)cc2)o1	5	5	6	-3	-1	0.63	6	3	-9
COc1ccc(Cn2nnnc2C(c2cc(OC)ccc2OC)N2CCC(C(N)=O)CC2)cc1 (stereo not given)	2	-12	5	15	0	0.86	-16	-9	-5
CCN1CCN(Cc2ccc(NC(=O)Nc3ccc(SC)cc3)cc2)CC1	1	-12	4	3	2	0.02	5	3	-4
C=CCn1c(=O)c(C(=O)NCCNCC)c(O)c2ccccc21	0	-15	-5	19	11	-0.05	18	9	6
Cc1cc(C)n(-c2nc3ccccc3nc2N2CCC(C)CC2)n1	8	-7	0	-4	0	-0.63	-9	1	0
COc1ccc(-c2cn(-c3ccc(C)cc3)c(=O)n2CC(=O)Nc2cccc(F)c2)cc1	-7	1	2	-3	2	-0.86	.	0	2
CN(C)S(=O)(=O)Oc1ccsc1C(=O)Nc1cccc(Cl)c1Cl	20	-10	-2	-32	-3	-0.26	11	3	5
Cc1cccc(C)c1NC(=O)CCN1C(=O)C2C3CCC(C3)C2C1=O (stereo not given)	-5	-7	7	-11	-1	0.74	-7	-6	-2
Cc1ccc(N2C(=O)N(CC(=O)NCc3ccc(Cl)cc3)C(=O)C2C)cc1 (stereo not given)	13	-10	-2	-6	0	0.21	38	4	-1
CC(=O)NS(=O)(=O)c1ccc(NC(=O)c2ccc(Br)o2)cc1	6	-4	1	-12	2	1.6	-5	-6	1
C=CCN1C(=O)C2C(C(=O)NCc3ccccc3)C3(C)C=CC2(O3)C1C(=O)NC(C)(C)C (stereo not given)	10	-8	4	-8	6	0.78	8	3	-4
Cc1ccc(-n2cnc3scc(-c4cccs4)c3c2=O)cc1	6	-7	0	5	0	-0.23	3	1	-4
Cc1ccccc1CN(c1ccc(C(=O)Nc2ccccc2C(=O)NCc2ccco2)cc1)S(C)(=O)=O	4	-16	-6	-20	1	-3.6*	6	-5	4
Cc1occc1-c1nnc(SCC(=O)c2ccc(F)cc2)n1Cc1ccco1	6	-7	-2	3	6	0.76	4	10	0
COc1cc2c(cc1OC)-c1nnc(-c3ccco3)n1C1(CCCC1)C2	3	-7	7	17	-1	-0.32	0	0	-8
COc1ccc(OC)c(N(CC(=O)N2CCC(C)CC2)S(=O)(=O)c2ccc(OC)c(OC)c2)c1	7	-11	-7	4	-1	0.03	-28	3	4
Cc1cccc2cc(C#N)c(SCC(=O)NCC3CCCO3)nc12 (stereo not given)	6	-10	2	-13	-1	-1.4	-2	2	-1
COc1ccc(NC(=O)CC2C(=O)N(c3cccc(OC)c3)C(=O)N2C2CCCCC2)cc1 (stereo not given)	6	-4	1	-7	2	-0.95	-38	-10	-2
CC(=O)Nc1ccc(NC(=O)CN(c2cccc(C)c2)S(C)(=O)=O)cc1	12	0	-11	0	3	0.95	.	2	11
CCOc1ccccc1CNC(=O)Cn1c(=O)oc2ccccc21	0	-9	-4	-2	-2	.	-19	6	2
C=CCNCCOCCOc1ccc(C)cc1[N+](=O)[O-]	-5	-2	10	-39	-3	0.21	5	-4	-5
CSc1ccc(/C=N/NC(=O)c2cccc(O)c2)cc1	6	-9	2	-5	5	0.37	-6	-1	4
CC(=O)C(N=Nc1ccccc1)(Sc1nnc(-c2ccccc2)n1-c1ccccc1)C(=O)Nc1ccccc1 (stereo not given)	10	-11	-6	-3	5	-0.79	-19	0	9
COCc1cc(C2C(C(=O)c3ccco3)=C(O)C(=O)N2CCOCCO)ccc1O (stereo not given)	4	4	6	6	3	0.9	-59	-3	-6
COc1ccc(CC(=O)Nc2oc(-c3ccccc3)c(-c3ccccc3)c2C#N)cc1OC	-3	-16	0	-29	-2	-3.3*	13	1	-2
O=C(OCc1nnc(-c2ccccc2)o1)c1ccc2ccccc2n1	2	-4	7	-7	-3	-0.15	0	-5	-3
CC(NS(=O)(=O)c1ccccc1)C(c1cccs1)N1CCN(c2ccccc2)CC1 (stereo not given)	7	1	-8	-4	1	-1.1	-6	2	5
CCCCSc1nnc(-c2cc3c(C(F)(F)F)nn(C)c3s2)n1C	-4	-6	-2	-16	-4	-0.11	3	0	5
CCCN(CCC)C1=N/C(=C\c2ccco2)C(=O)N1c1ccccc1	14	-6	-7	22	-2	1.1	9	7	9
O=C(c1ccc(Br)cc1)N(C1=NCCCCS1)c1ccccc1	11	-5	4	5	0	-0.61	-21	3	-1
COc1cc(-c2cc(C(=O)N3CCN(c4ccccn4)CC3)c3ccccc3n2)cc(OC)c1OC	7	-6	0	-1	5	-0.37	.	0	-1
COc1ccc(Cl)cc1NC(=O)CS(=O)(=O)c1cccc2nsnc12	3	-11	0	-7	2	-1.3	3	3	5
Cc1cccc(-n2ncc3c(N4CCc5ccccc54)ncnc32)c1	4	-38	3	4	0	.	-11	-7	-4
CS(=O)(=O)N(CC(=O)N1CCCCCC1)Cc1ccc(Cl)cc1	7	-32	-3	1	-1	0.19	2	-1	0
CCCc1cc(=O)oc2cc(OCC(=O)Nc3ccc4c(c3)OCCO4)ccc12	12	-7	3	21	0	0.53	.	0	-2
CCCCCNC(=O)C(C)NS(=O)(=O)c1ccc(OC)cc1 (stereo not given)	7	-12	-6	-14	-2	0.34	12	5	6
Cc1ccc(C)n1-n1c(C)nc2scc(-c3ccccc3)c2c1=O	4	-11	-5	-11	2	-0.96	-5	3	7

3 compounds drawn at random from the list so far:
SMILES	HIV Rev-RRE inh	PLK1 inh	PTPN22 act	PLK1 PBD inh	FAK blocker	Pyk2 oligo antag	F-actin modifier	EphB4 ephrin blk	LYP inh 2
O=C(OCc1nnc(-c2ccccc2)o1)c1ccc2ccccc2n1	2	-4	7	-7	-3	-0.15	0	-5	-3
Cc1ccc(C)n1-n1c(C)nc2scc(-c3ccccc3)c2c1=O	4	-11	-5	-11	2	-0.96	-5	3	7
COc1ccc(NC(=O)CC2C(=O)N(c3cccc(OC)c3)C(=O)N2C2CCCCC2)cc1 (stereo not given)	6	-4	1	-7	2	-0.95	-38	-10	-2

Additional compounds
SMILES	HIV Rev-RRE inh	PLK1 inh	PTPN22 act	PLK1 PBD inh	FAK blocker	Pyk2 oligo antag	F-actin modifier	EphB4 ephrin blk	LYP inh 2
O=C(C1COc2ccccc2O1)N1CCN(c2ccc(F)cc2)CC1 (stereo not given)	3	-6	7	15	-5	1.5	-12	-5	-6
CCOc1ccccc1C(=O)Nc1ccccc1O	0	-8	-12	-7	5	-0.42	20	-5	8
Cc1ccc(NC(=O)CCSc2nnc(-c3ccco3)o2)cc1	0	-3	0	6	2	0.91	-22	-7	-1
COC(=O)C(CCSC)NC(=O)c1cccc([N+](=O)[O-])c1 (stereo not given)	-2	-9	12	-1	-4	1.2	22	1	-8
COc1cc(/C=N/NC(=O)Cn2nc([N+](=O)[O-])cc2C)cc(Br)c1OCc1ccccc1	2	-25	-3	-3	0	-0.44	2	-7	4
CN(C)CCN1CCc2ccccc21	5	-2	15	-7	32*	-0.17	0	2	-16
CCc1nc(Nc2ccc(N3CCN(C(C)=O)CC3)cc2)c2oc3ccccc3c2n1	-2	-7	-1	7	15	-2.3	6	-8	0
CCCCn1c(SCC(=O)N2CCCc3ccccc32)nc2c1c(=O)n(C)c(=O)n2C	13	5	-5	-9	3	-0.92	28	9	2
Brc1ccc(-c2cnc(-c3cccs3)o2)cc1	16	-10	-1	-22	8	0.48	-19	0	0
CCOC(=O)Cc1c(C)nc2c(-c3ccc(OC)cc3)c(C)nn2c1C	11	-4	1	-9	-1	-1.1	1	1	2
CC1(c2ccccc2)NC(=O)N(CC(=O)Nc2ccc3c(c2)OCO3)C1=O (stereo not given)	10	91*	-2	-1	0	0.32	13	5	4
CCCS(=O)(=O)N1CCC(C(=O)N2CCC(Cc3ccccc3)CC2)CC1	5	-10	-3	-1	-1	-0.67	12	-10	2
COc1ccccc1NC(=O)C/C(N)=N/O	4	7	4	-2	1	-0.08	3	-5	-1
CC1CCCN(C(=O)C2c3ccccc3C(=O)N3CCc4ccccc4C23)C1 (stereo not given)	1	-7	7	-10	-5	-1.1	-42	-2	-9
COc1ccccc1CNC(=O)c1ccccc1N	6	-8	16	-11	0	-0.58	2	3	-17
c1ccc(OCCCc2nc(-c3ccccn3)no2)cc1	3	2	-8	24	-1	0.22	17	-2	8
COc1ccccc1/C=N/NC(=O)C(NC(=O)c1ccccc1)=C(C)C	3	-2	-3	17	1	-0.34	?	0	6
CCNC(=S)N1CCN(CCN=CC2=C(O)CC(c3ccco3)CC2=O)CC1 (stereo not given)	4	-12	6	-18	-1	1.4	34	2	-4
CN(C)Cc1c(O)ccc2[nH]cnc12	10	-9	-4	-6	5	0.07	17	4	3
Cc1cccc(NC2(C(F)(F)F)N=C3SCCN3C2=O)n1 (stereo not given)	1	-2	-13	-9	1	0.82	-17	-3	13
CCOc1ccc(CC(C(=O)NN)C(=O)NN)cc1CN(C)C	9	-19	-4	-1	-2	-0.26	-12	4	2
O=C(O)CCC(=O)N1CCN(c2cccc(Cl)c2)CC1	5	-11	-4	4	-1	0.41	-20	1	2
CCOc1ccc(CCNC(=O)C(O)c2ccccc2)cc1 (stereo not given)	2	0	-1	11	-1	0.25	16	0	-1
O=C(c1ccc(Br)o1)N1CCCc2ccccc21	3	-5	-3	0	0	-0.58	4	4	2
Cc1nc2nc(Cc3ccccc3)[nH]n2c(=O)c1Cc1ccccc1	4	-6	1	12	-1	0.96	0	0	-1
OC(COc1ccccc1)CN1CCN(c2ncccn2)CC1 (stereo not given)	2	2	3	-13	3	0.05	-26	1	0
O=S(=O)(Nc1nc2ccccc2nc1NCCO)c1cccc(Cl)c1	0	0	3	15	-5	0.04	-62	0	-5
CCCc1cc(NCCCN2CCOCC2)n2c(nc3ccccc32)c1C#N	13	-11	8	-5	1	0.44	-8	3	-8
C=CCn1cc(Cl)c(=O)n(CC=C)c1=O	8	3	0	-20	2	1.7	7	4	0
CNc1cc(C)nc(-n2nc(C)cc2C)n1	7	2	-12	-12	-2	0.34	11	1	11
CCOC(=O)/C(=C\c1ccc([N+](=O)[O-])cc1)C(=O)c1cc(C(C)=O)c(Nc2ccccc2)s1	3	-9	2	-10	-3	0.93	32	3	0
COc1ccc(S(=O)(=O)NCc2ccccc2Cl)cc1OC	8	1	-3	-8	-1	-0.63	-20	2	1
O=C(Nc1ccc(Cl)cc1)c1ccc2c(c1)OCO2	8	-13	4	-2	0	0.08	1	-2	-5
COc1ccc(O)c(C(=O)c2cnc3onc(C)c3c2)c1	6	-13	6	20	-2	-2.2	-42	-7	-8

Assay outcomes: PubChem, several laboratories
